BL2 CD40 inh – inhibitors of CD40-induced NF-kB signaling, primary screen, BL2 cells, luciferase reporter, single point. CD40L-induced, 4 h. inhibition, % at 10 µM. actives 0.94% (n = 83,000);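 active = mean inhibition of at least 50% with a set share of replicates also reaching that level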;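 note: 0% = neutral control wells and 100% = IKK inhibitor VII at 50 µM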
The depositor's hits bear a star; & = joins results of further samples; [ ] = remark or other dose.

Cc1[nH]c2ccccc2c1C(=O)Cn1c(=O)oc2ccccc21 was read as BL2 CD40 inh -4.
CC(C)C(=O)Nc1ccc(NC(=S)NC(=O)c2ccc([N+](=O)[O-])cc2)cc1 was read as BL2 CD40 inh -3.
Cc1ccc2nc(-c3ccccc3)c(CN3CCSCC3)n2c1 was read as BL2 CD40 inh 11.
For CC(=O)Nc1ccc2nc(N)sc2c1 the results were BL2 CD40 inh -11.
Screening CN1CCc2c(C#N)c(N3CCOCC3)nc(NCC3CCCO3)c2C1 (stereo unspecified) returned BL2 CD40 inh -7.
Screening COc1ccc(-c2cn(CC[C@H]3CC[C@@H](NC(=O)c4cnccn4)[C@H](CO)O3)nn2)cc1 returned BL2 CD40 inh 4[25 µM].
`CC(C)c1ccccc1OCCNS(C)(=O)=O` gave BL2 CD40 inh 4.
COCC(=O)N1CCCCN2[C@H](CO)[C@@H](c3ccc(-c4ccc(OC)cc4)cc3)[C@@H]2C1 was read as BL2 CD40 inh -8[25 µM].
Screening COc1ccc(S(=O)(=O)N(C)C)cc1NC(=O)CN1CCN(C(=O)C2CC2)CC1 returned BL2 CD40 inh 8.
For CC(C)NC(=O)N1C[C@H]2[C@@H](c3ccccc31)[C@H](CO)N2C(=O)Nc1ccc(F)cc1 the results were BL2 CD40 inh 3.
`O=C(C[C@@H]1CC[C@H]2NC[C@@H](O)COC[C@@H]2O1)NCCc1ccncc1` gave BL2 CD40 inh -2[25 µM].
Screening C[C@H](NC(=O)C1CCN(S(=O)(=O)c2ccccc2)CC1)C(=O)NCc1ccccc1 returned BL2 CD40 inh 20.
For COc1ccc(C(=O)NCC(=O)OCC(=O)N2CC(C)OC(C)C2)cc1OC (stereo unspecified) the results were BL2 CD40 inh 19.
CC1CC(=O)Nc2ccccc2N1C(=O)COc1cc(Cl)ccc1Cl (stereo unspecified) was read as BL2 CD40 inh 14.
COc1ccccc1C(=O)Nc1c2c(nn1-c1cccc(C)c1C)CS(=O)(=O)C2 was read as BL2 CD40 inh 7.
CSc1ccccc1CNc1nc(NCC2CC2)nc2ccsc12 was read as BL2 CD40 inh 23.
Cc1nc(N)sc1C(=O)OCC(C)C was read as BL2 CD40 inh -3.
Cn1c(=O)c2sccc2n2c(CCCC(=O)NCCc3ccccc3)nnc12 was read as BL2 CD40 inh -2.
Screening Cc1ccc2nc(C)c(C(=O)O)cc2c1 returned BL2 CD40 inh -2.
Cc1cc(C(=O)N2CCN(c3ncccn3)CC2)c(C)o1 was read as BL2 CD40 inh -6.
N#C[C@H]1[C@H](c2ccccc2-c2ccccc2F)[C@@H](CO)N1C(=O)C1CC1 was read as BL2 CD40 inh -2[25 µM].
Cn1cccc1/C=N/n1cnnc1 was read as BL2 CD40 inh 2.
Screening CCCN1[C@@H]2c3ccc(-c4cccc(OC)c4)c(=O)n3C[C@@H]2[C@@H](CO)[C@@H]1C(=O)OC returned BL2 CD40 inh 3[25 µM].
CCN(C[C@@H]1[C@@H](c2ccc(-c3cccnc3)cc2)[C@H](CO)N1C(C)=O)C(C)=O was read as BL2 CD40 inh -7[25 µM].
`CC(C)(C)n1ncc2c(=O)n(CC(=O)N3CCN(c4ccccc4)CC3)cnc21` gave BL2 CD40 inh 25.
`Cc1ccccc1-c1ccc(C2[C@H]3CNC[C@@H]2N3S(=O)(=O)c2ccccc2)cc1` (stereo partly specified) gave BL2 CD40 inh 10&7[25 µM].
For CC(=O)Nc1ccc(NC(=O)CSc2ncc(C(=O)Nc3ccc(Cl)cc3)c(=O)n2C)cc1 the results were BL2 CD40 inh -13.
`Cn1nccc1C(=O)N1CCc2ccccc21` gave BL2 CD40 inh 13.
Screening CCN(CCS(=O)(=O)c1ccc(Cl)cc1)C(=O)Nc1ccccc1 returned BL2 CD40 inh 6.
NC(=O)c1ccsc1NC(=O)COC(=O)c1ccccc1NCc1ccco1 was read as BL2 CD40 inh -25.
For C[C@H](NC(=O)[C@@H]1[C@@H](CO)[C@@H]2Cn3c(ccc(-c4ccccc4F)c3=O)[C@H]1N2)c1ccccc1 the results were BL2 CD40 inh 3[25 µM].
NC(=O)c1ccc(NC(=O)COC(=O)c2cc3ccccc3cc2O)cc1 was read as BL2 CD40 inh -9.
For CC(Sc1ccc(Cl)cc1)C(=O)NNC(=O)c1ccncc1 (stereo unspecified) the results were BL2 CD40 inh 6.
`CCC(=O)N1C[C@H]2[C@@H](c3ccccc31)[C@@H](CO)N2CC1CCCC1` gave BL2 CD40 inh 21[25 µM].
`CC(C)(C)[S@](=O)N1Cc2cc(C(=O)O)nc(-c3cccc(-c4cccc(F)c4)c3)c2[C@@H]1CCO` gave BL2 CD40 inh 5.
`Cc1cc(C)cc(NC(=O)Oc2ccccc2N2CCCCC2)c1` gave BL2 CD40 inh -1.
Screening CC1CCCCC12NC(=O)N(CC(=O)N1CCN(S(=O)(=O)/C=C/c3ccccc3)CC1)C2=O (stereo unspecified) returned BL2 CD40 inh 3.
`CCN(C[C@@H]1[C@H](c2ccccc2)[C@H](CO)N1C(=O)COC)S(C)(=O)=O` gave BL2 CD40 inh -6[25 µM].
For CC1=CC2(C)NC(=O)C(C)C12 (stereo unspecified) the results were BL2 CD40 inh 1.
COc1ccccc1CNC(=O)c1ccc(OCC2CCCO2)cc1 (stereo unspecified) was read as BL2 CD40 inh 0.

A portion from further up, as a working copy:
`CCC(=O)N1C[C@H]2[C@@H](c3ccccc31)[C@@H](CO)N2CC1CCCC1` gave BL2 CD40 inh 21[25 µM].
`CC(C)(C)[S@](=O)N1Cc2cc(C(=O)O)nc(-c3cccc(-c4cccc(F)c4)c3)c2[C@@H]1CCO` gave BL2 CD40 inh 5.
`Cc1cc(C)cc(NC(=O)Oc2ccccc2N2CCCCC2)c1` gave BL2 CD40 inh -1.
Screening CC1CCCCC12NC(=O)N(CC(=O)N1CCN(S(=O)(=O)/C=C/c3ccccc3)CC1)C2=O (stereo unspecified) returned BL2 CD40 inh 3.
`CCN(C[C@@H]1[C@H](c2ccccc2)[C@H](CO)N1C(=O)COC)S(C)(=O)=O` gave BL2 CD40 inh -6[25 µM].
For CC1=CC2(C)NC(=O)C(C)C12 (stereo unspecified) the results were BL2 CD40 inh 1.
COc1ccccc1CNC(=O)c1ccc(OCC2CCCO2)cc1 (stereo unspecified) was read as BL2 CD40 inh 0.

New compounds follow:
Screening CCCCNCc1cc2ccccc2o1 returned BL2 CD40 inh 2.
Screening CN(C)C(=O)C[C@@H]1C[C@H]2c3cc(NC(=O)Nc4ccc(F)cc4)ccc3O[C@H]2[C@@H](CO)O1 returned BL2 CD40 inh 8[25 µM].
Screening CC(=O)c1cc2c(cc1NC(=O)c1ccc(-n3nc(C)cc3C)cc1)OCO2 returned BL2 CD40 inh 8.
Cc1cc(C)c(C)c(S(=O)(=O)N2CCC(C(=O)NCCCN3CCOCC3)CC2)c1C was read as BL2 CD40 inh 8.
Screening Cc1ccc(SCCNC(=O)C(C)C)cc1 returned BL2 CD40 inh -4.
`COc1ccc(CCNC2CC(=O)N(N(C)C)C2=O)cc1OC` (stereo unspecified) gave BL2 CD40 inh 10.
`CCc1nc2ccccc2c(C(=O)OCC(=O)C(C)(C)C)c1C` gave BL2 CD40 inh -5.
Screening O=C(C[C@@H]1C[C@H]2c3cc(NS(=O)(=O)c4ccc(F)cc4)ccc3O[C@H]2[C@@H](CO)O1)N1CCc2ccccc2C1 returned BL2 CD40 inh 10[25 µM].
N#CCSc1nnc(Cc2cccc3ccccc23)n1C1CCCCC1 was read as BL2 CD40 inh 8.
O=C(O)C1C2OC(C(Br)C2Br)C1C(=O)O (stereo unspecified) was read as BL2 CD40 inh 1.

The final 2 compounds of the section before lead into the next:
N#CCSc1nnc(Cc2cccc3ccccc23)n1C1CCCCC1 was read as BL2 CD40 inh 8.
O=C(O)C1C2OC(C(Br)C2Br)C1C(=O)O (stereo unspecified) was read as BL2 CD40 inh 1.
Screening Cc1cc(C)c(C(=O)N2CCCC(CNS(=O)(=O)c3cccs3)C2)o1 (stereo unspecified) returned BL2 CD40 inh 6.
Screening N#C[C@@H]1[C@H](c2ccc(-c3cccnc3)cc2)[C@@H](CO)N1C(=O)C1CC1 returned BL2 CD40 inh -9.
O=C(NCC(c1ccco1)N1CCCCC1)C(c1ccccc1)c1ccccc1 (stereo unspecified) was read as BL2 CD40 inh 9.
COc1ccccc1C(=O)NCCC(=O)Nc1ccc(S(=O)(=O)Nc2ncccn2)cc1 was read as BL2 CD40 inh 1.
Screening COc1ccc(Nc2cc(C(=O)NCc3ccco3)c3ccccc3n2)cc1 returned BL2 CD40 inh 13.
COc1cc(CNCCc2ccccc2)ccc1OCc1ccc(Cl)nc1 was read as BL2 CD40 inh -7.
O=C(C[C@@H]1C[C@H]2c3cc(NC(=O)Nc4ccccc4F)ccc3O[C@H]2[C@@H](CO)O1)NCc1ccc2c(c1)OCO2 was read as BL2 CD40 inh -12[25 µM].
C=CCNC(=O)COC(=O)c1ccc(C)c(NC(=O)c2ccco2)c1 was read as BL2 CD40 inh 2.
`C[C@@H]1CN([C@H](C)CO)C(=O)c2c(c3ccccc3n2C)-c2ccccc2CO[C@@H]1CN(C)Cc1ccc2c(c1)OCO2` gave BL2 CD40 inh 7[25 µM].
Screening C/C=C/c1ccc([C@@H]2[C@@H](CO)N(C(=O)c3cnccn3)C23CN(C(=O)C2CCC2)C3)cc1 returned BL2 CD40 inh -2[25 µM].

Grouped by structure: the entries above with a cyano group.
Screening CN1CCc2c(C#N)c(N3CCOCC3)nc(NCC3CCCO3)c2C1 (stereo unspecified) returned BL2 CD40 inh -7.
N#C[C@H]1[C@H](c2ccccc2-c2ccccc2F)[C@@H](CO)N1C(=O)C1CC1 was read as BL2 CD40 inh -2[25 µM].
N#CCSc1nnc(Cc2cccc3ccccc23)n1C1CCCCC1 was read as BL2 CD40 inh 8.
Screening N#C[C@@H]1[C@H](c2ccc(-c3cccnc3)cc2)[C@@H](CO)N1C(=O)C1CC1 returned BL2 CD40 inh -9.

New compounds follow
For Cc1ccc(-c2nc(C=Nc3ccc(O)cc3)c(O)o2)cc1 the results were BL2 CD40 inh 6.
`O=C(CN1CCc2ccccc2C1)Nc1ccccc1C(=O)NC1CC1` gave BL2 CD40 inh 13.
CCOc1ccc(-c2cc(CCCC(=O)NCc3cccnc3)no2)cc1 was read as BL2 CD40 inh -82.
For O=C(NCc1ccco1)c1cc2sccc2n1Cc1ccccc1 the results were BL2 CD40 inh -33.
COc1ccc(NC(=O)CC2C(=O)N(c3cccc(OC)c3)C(=O)N2C2CCCCC2)cc1 (stereo unspecified) was read as BL2 CD40 inh 20.
`O=C(CCN1C(=O)c2ccccc2S1(=O)=O)Nc1nc2c(s1)CCCC2` gave BL2 CD40 inh -38.
`COc1cnc(-c2ccccc2)nc1Oc1ccc(Cl)cc1C` gave BL2 CD40 inh 0.
For O=C(NCc1ccco1)c1cc([N+](=O)[O-])ccc1N1CCCCC1 the results were BL2 CD40 inh -11.
CC(=O)c1c(N2CCN(Cc3ccc4c(c3)OCO4)CC2)nc(=S)n(-c2ccccc2)c1C was read as BL2 CD40 inh 15.
Screening NCCCNC(=O)c1cc2ccccc2[nH]1 returned BL2 CD40 inh -3.
`CCCN(CC(=O)Nc1ccc(F)c(F)c1F)C(=O)c1cc([N+](=O)[O-])ccc1N1CCOCC1` gave BL2 CD40 inh 0.
`C[C@H]1COCc2cnnn2CC[C@@H](Cc2ccccc2)C(=O)N1` gave BL2 CD40 inh -6[25 µM].
For O=c1c(Cc2c(F)cccc2Cl)c(O)ccn1CCc1c[nH]c2ccccc12 the results were BL2 CD40 inh 3.
For CCOC(=O)c1ccc(NC(=O)C2C3CCCCC32)cc1 (stereo unspecified) the results were BL2 CD40 inh -28.
`O=C(CCc1ccco1)CCc1ccco1` gave BL2 CD40 inh -10.
For CCOC(=O)Nc1cccc(C(=O)O)c1 the results were BL2 CD40 inh -13.
COc1ccc(S(=O)(=O)N2CCCCC2)cc1NC(=O)C1CC(=O)N(Cc2ccco2)C1 (stereo unspecified) was read as BL2 CD40 inh 4.
O=[N+]([O-])c1ccc2[nH]c(=S)sc2c1 was read as BL2 CD40 inh 37.
CCCC(CCC(=O)Nc1ccc(S(N)(=O)=O)cc1)C(=O)O (stereo unspecified) was read as BL2 CD40 inh 4.
Screening C[C@H]1CN([C@@H](C)CO)C(=O)CCCn2cc(nn2)CO[C@@H]1CN(C)S(=O)(=O)c1cn(C)cn1 returned BL2 CD40 inh 7[25 µM].
CCOc1ccc(S(=O)(=O)N2CCN(C(=S)NCC3CCCO3)CC2)cc1 (stereo unspecified) was read as BL2 CD40 inh 3.
CN1CCN(S(=O)(=O)c2ccc3c(c2)C(C)(C)C(=O)N3C)CC1 was read as BL2 CD40 inh 13.
For CN(C)CC(=O)N1[C@@H]2c3ccc(-c4cccc(F)c4)c(=O)n3C[C@@H]2[C@@H](CO)[C@@H]1C(=O)NC1CCC1 the results were BL2 CD40 inh -16[25 µM].
`Cc1nn2c(N3CCOCC3)c3c(nc2c1-c1ccccc1)CCCC3` gave BL2 CD40 inh 13.
Screening COc1ccc(Nc2ncnc3c2c(C)c(C)n3CCO)cc1 returned BL2 CD40 inh -78.
CC1(c2ccccc2)NC(=O)N(CC(=O)Nc2cc(Cl)ccc2N2CCOCC2)C1=O (stereo unspecified) was read as BL2 CD40 inh 11.
`CCCCNC(=O)Cn1nc(Cc2ccncc2)c2ccccc2c1=O` gave BL2 CD40 inh 6.
Screening c1cncc(-c2nnc(SCc3cccc4ccccc34)o2)c1 returned BL2 CD40 inh 22.
Cc1ccc(S(=O)(=O)N2CCC(C(N)=O)CC2)cc1C(=O)NC1CCCCC1 was read as BL2 CD40 inh 7.
For CC(=O)N1[C@@H](CO)[C@H](c2ccccc2)[C@@H]1CN(CC(C)C)C(=O)c1ccccn1 the results were BL2 CD40 inh -3[25 µM].
`O=C(Nc1ccccc1)N1C[C@H]2[C@@H](c3ccccc31)[C@H](CO)N2Cc1ccccc1` gave BL2 CD40 inh -15[25 µM].
Screening Cc1nn(C)c(C(=O)NN)c1Cl returned BL2 CD40 inh 12.
COc1cc(NC(=O)c2cccc(C)c2)c(OC)cc1NC(=O)CN1CCOCC1 was read as BL2 CD40 inh 9.
`O=C(Nc1ccc(Cl)c(Cl)c1)N[C@H]1CC[C@@H](CCn2cc(C3CCCC3)nn2)O[C@@H]1CO` gave BL2 CD40 inh 8.
For COCCOC(=O)c1c(C)oc2ccc(OC(=O)c3ccc4c(c3)OCO4)cc12 the results were BL2 CD40 inh -4.
Screening O=C1CCCN1c1ccc(S(=O)(=O)Nc2cccnc2)cc1 returned BL2 CD40 inh 9.

Not all compounds are listed, so the mix of outcomes need not match the whole.
